# Screens from PubChem.
# ERK EGF inh – qHTS Assay for Inhibitors of the ERK Signaling Pathway using a Homogeneous Screening Assay; Stimulation with EGF; HEK293-V1b, EGF-stimulated phospho-ERK AlphaScreen; Potency, µM (doses to about 11.5 µM), inactives show at the highest dose activity change, negative = inhibition, usual class: inhibitors; 130,000 tested, 0.41% active; active = well fitted inhibition curve with a large enough effect; inconclusive = small, poorly fitted or top-dose-only effect, or effect the other way;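 note: plate controls were stimulated vehicle wells for no effect and unstimulated vehicle basal for full effect; nearly all actives have a fitted effect of over 55% in size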
#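 HEK293 cells stably expressing V1b receptor, serum-reduced (1% FBS) overnight, got compound for 30 min at 37C, then 25 nM EGF for 5 min. Lysate phospho-ERK read by AlphaScreen SureFire; AC50 from Hill fits.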
# * marks the source's active call; other numbers are inactive results; ? = inconclusive; & = joins results of further samples; [ ] = dose if it differs, or a comment. Potency is the fitted concentration of half-maximal effect. Only part of the results is shown; the hit share may differ from the screen's.
SMILES,ERK EGF inh
O=C(c1cc2ccccc2s1)N1CCOCC1,2%[57.5 µM]
O=C(CCc1nnc(C2(c3ccc(Cl)cc3)CCC2)o1)NC1CC1,?
Cc1cc(=O)oc2cc(OCC(=O)OCC(=O)Nc3c(C)n(C)n(-c4ccccc4)c3=O)ccc12,-2%
O=C(/C=C/c1ccccc1)Nc1cccc(C(=O)O)c1,2%
CCOC(=O)C1(Cc2cccc(OC)c2)CCN(CC=C(C)C)CC1,-5%
Cn1cnnc1SCc1ccc(C(=O)N=Nc2c(O)n(C)c3ccccc23)cc1,0%
CCOc1ccc(N(CC)C(=O)c2nn(-c3ccc(OC)cc3)c(=O)c3c2c2ccccc2n3C)cc1,-10%
CCN(CC(=O)Nc1ccc(NC(C)=O)cc1)C(=O)C(c1ccccc1)c1ccccc1,21%
CCO[C@@H]1OC(C(=O)NCc2ccccc2)=C[C@H](C2CC2)[C@H]1CCCO,9%[57.5 µM]
COc1cccc(-c2ccc(=O)n(CC(=O)NCCN3CCOCC3)n2)c1,-6%
O=C(Nc1ccccc1Cl)Oc1ccc2ccccc2c1,2%[57.5 µM]
COc1cc2c(C(=O)N3CCOCC3)c(CSc3ccccc3)n(C)c2cc1Br,7%
Cc1ccc(C)c2c1cc(C)c1nnc(SCC(=O)NCc3ccc4c(c3)OCO4)n12,12%
CCOC(=O)c1ccc(NC(=S)N2CCN(Cc3ccccc3)CC2)cc1,4%
C#CCOCCOCCOCCNc1nc(N2CCOCC2)nc(N2CCN(C(=O)[C@H]([C@@H](C)CC)n3cc([C@@H](N)Cc4ccc(O)cc4)nn3)CC2)n1,-16%[57.5 µM]
O=C(CCc1nnc(COc2ccccc2)o1)NCCc1cccs1,-3%[57.5 µM]
Cc1cc(C)nc(NC(=O)c2ccc(COc3ccccc3Cl)cc2)c1,-4%
CCOc1ccc(-n2c(SCC(=O)Nc3ccc(Br)cc3)nc3n[nH]c(C)c3c2=N)cc1,-8%
O=C(Nc1ccc(F)cc1)c1cc(-c2ccccc2)no1,-8%
Cc1cccc2cc(COC(=O)c3cccs3)c(=O)[nH]c12,14%
O=C(Nc1nnc(-c2ccccc2Cl)o1)c1cc2cc([N+](=O)[O-])ccc2s1,-3%
COc1cccc(NC(=O)C(c2ccccc2)N2CCCC2)c1 (configuration not stated),-5%
O=C(NCCc1ccccc1)C(=O)Nc1ccc2c(c1)OCCO2,-7%
COc1ccccc1NC(=O)C(=O)NNS(=O)(=O)c1ccc2ccccc2c1,0%[57.5 µM]
Cc1cccc2c1CC(C)(C)NC2=C(C#N)C#N,-1%
CC(C)(C)OC(=O)NCCCC[C@H](NC(=O)c1nc[nH]c1C(=O)N1CCN(C(=O)OC(C)(C)C)CC1)C(=O)OC(C)(C)C,-21%[57.5 µM]
O=C(O)CC(Sc1n[nH]c(=S)s1)C(=O)O (configuration not stated),-5%[57.5 µM]
COc1ccc(NC(=S)NCc2ccccn2)cc1OC,2%
CCc1sc(C(=O)Nc2ccc(NC(C)=O)cc2)cc1C,1%
CC(=Nc1cc(C(=O)c2ccccc2)ccc1N)C1=C(O)CC(C)(C)CC1=O,16%
O=C(CCCCCNc1nc(=S)[nH]c2ccccc12)NCCc1ccccc1,5%
O=C(NNC1=Nc2cc([N+](=O)[O-])ccc2OC1)c1ccccc1Cl,3%[57.5 µM]
CCOc1ccc(Br)cc1S(=O)(=O)N1CCC(C(N)=O)CC1,8%
CCCCCC(=O)Nc1cccc(C2=NOC3(C2)C[C@H](C(N)=O)N(C(=O)CC)C3)c1 (some centres not stated),0%[57.5 µM]
COc1ccc(C(NC(=O)c2ccc(=O)[nH]c2)C(=O)Nc2ccc(C(C)C)cc2)cc1 (configuration not stated),-9%[57.5 µM]
CCC(C)(C)NC(=O)C(c1cccc(OC)c1OC)N(CCC(C)C)C(=O)CCC(=O)Nc1cc(C)on1 (configuration not stated),-10%
O=C(NCO)c1cccnc1,26%
CCOC(=O)N1CCN(C(=S)NC(=O)c2ccnn2C)CC1,-9%
CCCCCN(C(=O)CCCSc1nncs1)c1c(N)n(CCCC)c(=O)[nH]c1=O,8%
CC1(C)OC(c2ccccc2)=C/C(=C/C=Nc2ccccc2)O1,-2%
Cc1ccc(S(=O)(=O)N2CCCC2C(=O)NCCc2ccccc2)cc1 (configuration not stated),4%
Cc1cc(NC(=O)CCN2C(=O)/C(=C\c3ccccc3)SC2=S)no1,-13%[57.5 µM]
C/C(CCN1CCc2nc(-c3ccccc3)c(-c3ccccc3)cc2C1)=N\O[C@H](C)c1cn([C@H](CO)Cc2ccccc2)nn1,-2%
CCCCC(C)(C)[C@H](O)/C=C/[C@H]1[C@H](O)CC(=O)[C@@H]1C/C=C\CCCC(=O)O,-14%
COc1cccc(Cn2c(=O)c(CCc3ccccc3)nc3cnc(OC)nc32)c1,17%
Cc1csc2c(N3CCN(S(=O)(=O)c4ccc(Cl)cc4)CC3)ncnc12,4%[57.5 µM]
CCCn1c(SCC(=O)N2CCN(C(=O)c3ccco3)CC2)nc2ccccc2c1=O,-1%
COC(=O)/C(=C\c1cc(OC)c(OC)c(OC)c1)c1nc2ccccc2[nH]1,4%
Nc1nc(CN2CCN(C(c3ccccc3)c3ccccc3)CC2)nc(Nc2ccccc2)n1,4%[57.5 µM]
CCN(CC)S(=O)(=O)c1ccc(N/N=C(\C)c2ccc3c(c2)OCO3)c([N+](=O)[O-])c1,8%
COCCNC(=O)c1cccc(Nc2nc(-c3ccccc3)c3cc(Cl)ccc3n2)c1,2%
COc1ccccc1N1CC(C(=O)Nc2nnc(SCc3ccccn3)s2)CC1=O (configuration not stated),0%
O=C(NNc1nc2ccccc2s1)Nc1ccc(F)cc1,-11%[57.5 µM]
COc1ccc(-c2cc(=O)oc3cc(OC(=O)C4CCCCC4)ccc23)cc1,6%
C[C@H](CO)NC(=O)[C@H](C)[C@@H]1C[C@@]1(C)[C@@H](NC(=O)OCc1ccccc1)c1ccccc1,-2%&-10%
CN(CCNC(=O)c1ccc(/C=N/O)nc1)Cc1ccccc1,-3%
COc1ccccc1NS(=O)(=O)c1cc(NC(=O)CNC(=O)c2ccccc2)ccc1C,-1%
O=C(Nc1ccc([N+](=O)[O-])cn1)C1CCCCC1,5%
COc1cc(/C=C\C(=O)N2CCC=CC2=O)cc(OC)c1OC,7%[25.7 µM]
Cc1cccc(NC(=O)c2onc3c2CCCC3)n1,4%
# (next part)
SMILES,ERK EGF inh
CC(C)CNS(=O)(=O)c1ccc(CCC(=O)N2CCC(C(N)=O)CC2)cc1,2%
Cc1csc(C(=O)O)c1-c1c(C)csc1C(=O)O,0%
COc1ccccc1C(C)NC(=O)CCOc1cccc(C)c1 (configuration not stated),0%
O=C(O)/C=C/c1ccc2c(-c3ccccc3)onc2c1,-8%
CCCC(=O)Nc1ccc(C(=O)N/N=C/c2ccc([N+](=O)[O-])o2)cc1,-1%
O=C(NCCN1CCCC1)c1cccc(Cl)c1,7%
Cc1nc2cc(NS(=O)(=O)c3cccc(F)c3)ccc2s1,9%
COc1ccc(NC(=O)CNS(=O)(=O)c2ccc(Cl)cc2)cc1OC,-6%
Cc1oc(CC(C)C)cc1C(N)=O,-7%
CN1CC(=O)N(CC(=O)Nc2ccc3c(c2)CCC3)C1=O,-3%
O=C(CSCc1ccccc1)N1CCN(Cc2ccc3c(c2)OCO3)CC1,1%
CC1(c2nnc(-c3ccc(F)cc3)o2)CC(c2ccc([N+](=O)[O-])cc2)=NO1 (configuration not stated),4%[57.5 µM]
C#C[C@]1(O)CC[C@H]2[C@@H]3CCc4cc(OC)ccc4[C@H]3CC[C@@]21C,-9%[57.5 µM]
COc1ccc(-c2csc(Cc3nc(O)cs3)n2)cc1,0%
COc1cccc(-c2nc(Oc3cccc(C)c3C)c3ccccc3n2)c1O,-7%
Cc1c(Cl)c(-c2n[nH]c(=S)n2CC(C)C)nn1C,11%
COc1cccc(/C=N/n2c(-c3n[nH]c4c3CCC4)n[nH]c2=S)c1OC,7%[57.5 µM]
CC(=O)c1ccc(NC(=O)CN2C(=O)/C(=C/C(C)=C/c3ccccc3)SC2=S)cc1,5%
COCCCNC(=O)c1sc2ncn(CC(=O)Nc3ccc(C)c(Cl)c3)c(=O)c2c1C,-2%
Cc1ccccc1C(=O)Nc1cccc(C#N)c1,8%
COC(CNC(=O)c1ccc2c(c1)ncn2-c1ccc(F)cc1F)OC,4%
Clc1ccc(SCCOCCN2CCCCC2)cc1,-7%
NC(N)=NS(=O)(=O)c1ccc(N/C=C\C(=O)c2ccncc2)cc1,5%
CCCc1nc2c(c(=O)c3ccccc3n2C)c(=O)n1-c1ccc(F)cc1,11%
Cc1ccccc1NC(=O)C1CCN(c2cnccn2)CC1,-5%
CCOC(=O)CSc1nc(=O)n2ccc(C)cc2n1,-4%
CSCCC(NC(=O)c1ccccc1Br)C(=O)Nc1ccc(C)cc1 (configuration not stated),2%
C/C(=N\Nc1nc2ccccc2nc1C)c1ccccc1O,-8%[57.5 µM]
CCCn1c(-c2ccc(F)cc2)nc2c(NC3CCN(Cc4ccccc4)CC3)nc(C)nc21,-5%
O=C(CCCN1C(=O)c2ccccc2C1=O)Nc1cccc(S(=O)(=O)NC2=NCCC2)c1,-4%

# Structural class, the compounds so far with a Cl atom (12)
SMILES,ERK EGF inh
O=C(CCc1nnc(C2(c3ccc(Cl)cc3)CCC2)o1)NC1CC1,?
O=C(Nc1ccccc1Cl)Oc1ccc2ccccc2c1,2%[57.5 µM]
Cc1cc(C)nc(NC(=O)c2ccc(COc3ccccc3Cl)cc2)c1,-4%
O=C(Nc1nnc(-c2ccccc2Cl)o1)c1cc2cc([N+](=O)[O-])ccc2s1,-3%
O=C(NNC1=Nc2cc([N+](=O)[O-])ccc2OC1)c1ccccc1Cl,3%[57.5 µM]
Cc1csc2c(N3CCN(S(=O)(=O)c4ccc(Cl)cc4)CC3)ncnc12,4%[57.5 µM]
COCCNC(=O)c1cccc(Nc2nc(-c3ccccc3)c3cc(Cl)ccc3n2)c1,2%
O=C(NCCN1CCCC1)c1cccc(Cl)c1,7%
COc1ccc(NC(=O)CNS(=O)(=O)c2ccc(Cl)cc2)cc1OC,-6%
Cc1c(Cl)c(-c2n[nH]c(=S)n2CC(C)C)nn1C,11%
COCCCNC(=O)c1sc2ncn(CC(=O)Nc3ccc(C)c(Cl)c3)c(=O)c2c1C,-2%
Clc1ccc(SCCOCCN2CCCCC2)cc1,-7%

# (further entries)
SMILES,ERK EGF inh
O=C(NCc1ccncc1)c1nc(-c2ccc(C(F)(F)F)cc2)no1,-11%
Cc1ccccc1NS(=O)(=O)c1ccc(OCC(=O)NCc2ccccn2)cc1,-7%
NC(=O)C1CCN(CC(=O)NC(=O)NC2CCCC2)CC1,-16%
CC(=O)Nc1ccc(Oc2cncc(Cl)c2)nc1,3%[57.5 µM]
CCN(CC)CCCNC(=O)c1cn(CC)c2ccc(S(=O)(=O)N3CCc4ccccc4C3)cc2c1=O,-9%
COc1cc(/C=N\NC(=O)C2COc3ccccc3O2)cc(OC)c1O (configuration not stated),-7%[57.5 µM]
O=C(CCc1nnc(CCCCc2ccccc2)o1)NCc1cccc(F)c1,-2%
CC(C)(C)c1cnnn1-c1ccc([N+](=O)[O-])cc1,-5%
Cc1cccc(C(=O)NCCc2n[nH]c(=S)n2C)c1,?
CC(=O)NCCCc1nc2ccccc2n1Cc1c(F)cccc1Cl,0%[57.5 µM]
Cn1c(NC(=O)c2ccc(Cl)s2)cc(=O)n(C)c1=O,0%
CC1CCC/C(=C(\C#N)c2nc(-c3cc4ccccc4oc3=O)cs2)C1 (configuration not stated),?
N#C/C(=C\c1ccc(F)cc1)c1nc(-c2ccco2)cs1,-1%
Fc1ccc(-c2ccc(Nc3cccc(F)c3)nn2)cc1,31%
CCOC(=O)CSc1n[nH]c(NS(=O)(=O)c2ccccc2C(F)(F)F)n1,-9%
O=C(O)c1ccc2c(c1)N(Cc1ccc(F)cc1)C(=O)c1ccccc1S2,-8%
O=C(Nc1ccc(Cl)c(-c2nc3ccccc3[nH]2)c1)c1ccc2c(c1)OCO2,5%
CCOC(=O)CNC(=O)N1CCCC(CCC(=O)NCc2ccc(F)c(F)c2)C1 (configuration not stated),10%
Cc1nn(Cc2ccc(Cl)cc2)c(Cl)c1/C=N/NC(=O)c1cccnc1,3%
CCC(=O)NC(c1cccc([N+](=O)[O-])c1)c1c(OC(C)=O)ccc2ccccc12 (configuration not stated),8%
Cc1cc(C)cc(-n2cc[nH]c2=S)c1,-2%
O=C(COC(=O)CCc1nc2ccccc2c(=O)[nH]1)Nc1ccc(N2CCOCC2)cc1,-12%[57.5 µM]
CCN(C(=S)NC(=O)C1CCCC1)C1CCCCC1,0%
CCCCNC(=O)c1nn2cc(Br)cnc2c1Br,4%
CC1CCN(c2c([N+](=O)[O-])c(=O)oc3ccccc23)CC1,8%
NC(=O)CNc1ncc(C(F)(F)F)cc1Cl,-3%
CC(OC(=O)C1=Cc2ccccc2OC1)C(=O)NCc1ccco1 (configuration not stated),-4%
CC(C)CC(C(=O)OCC(=O)c1c(N)n(C)c(=O)n(C)c1=O)N1C(=O)C2CC=CCC2C1=O (configuration not stated),-1%
Cc1ccc2c(c1)N(C(C)C(=O)NCc1ccccn1)C(=O)CO2 (configuration not stated),-19%[57.5 µM]
Cc1sc2ncnc(SCC(=O)N(C)C3CCS(=O)(=O)C3)c2c1C (configuration not stated),-1%
CCOC(=O)c1ccc(N/C(=N\S(=O)(=O)c2ccc(F)cc2F)c2ccccc2)cc1,1%
Cc1ccc(OCCN(C)C(=O)CC2C(=O)NCCN2CC(C)(C)C)cc1 (configuration not stated),0%
CC(=O)Nc1sc2c(c1C#N)CCC2,3%
c1ccc2nc(SCc3cn4ccccc4n3)cnc2c1,-3%
O=C(c1cc2sccc2n1Cc1ccc(F)cc1)N1CCN(c2nc3ccccc3s2)CC1,4%
Cc1ccc(C(=O)N/C(=C/c2cccnc2)C(=O)O)cc1,11%
Cc1nnc2n(c1=O)C(CS(=O)(=O)c1ccc3ccccc3c1)CS2 (configuration not stated),0%
